# Compound activity from PubChem BioAssay.
# MPTP block: mitochondrial permeability transition pore inhibitors, primary screen, biochemical, isolated mouse mitochondria, absorbance; AID 602449, 2012; inhibition, % at 10 µM; hit rate 1.4% among 360,000; Ca2+ swelling absorbance, 30 min;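 active means inhibition of 50% or more, scaled per plate between neutral and stimulator controls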;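 further: 0% = DMSO wells given calcium and 100% = 1 mM EGTA wells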
# mIAP activ: activators of mouse IAP, primary screen, biochemical, luminescence, uHTS; muIAP, CDP-Star luminescence, 30 min; hits give high values; 1 = vehicle-only enzyme signal, 0 = enzyme-free wells; activation factor at 10 µM; hit rate 0.24% among 330,000;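 active means activation factor of at least 2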; further: the source names both 10 and 20 µM as test concentration; values of inactives mirror those of a sister screen read the other way
#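 Assay system: mouse IAP enzyme; Reagent: CDP-Star chemiluminescent phosphatase substrate; Compound: DMSO-dissolved test compounds; Incubation: 30 min, room temperature; Technique: luminescence from enzymatic CDP-Star hydrolysis; Controls: DMSO-only wells and no-enzyme negative control.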
# hIAP activ: human IAP activators, primary screen, biochemical, luminescence, uHTS. Intestinal-type alkaline phosphatase (Homo sapiens), P09923. purified human IAP, CDP-Star luminescence, 30 min; hits give high values; 1 = vehicle-only enzyme, 0 = enzyme-free background. activation factor at 10 µM. hit rate 0.16% among 330,000;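 active means activation factor of the enzyme at least 2-fold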; further: the source names both 10 and 20 µM as test concentration; values of inactives mirror those of a sister screen read the other way
# Target sequence (P09923 whole entry, looked up): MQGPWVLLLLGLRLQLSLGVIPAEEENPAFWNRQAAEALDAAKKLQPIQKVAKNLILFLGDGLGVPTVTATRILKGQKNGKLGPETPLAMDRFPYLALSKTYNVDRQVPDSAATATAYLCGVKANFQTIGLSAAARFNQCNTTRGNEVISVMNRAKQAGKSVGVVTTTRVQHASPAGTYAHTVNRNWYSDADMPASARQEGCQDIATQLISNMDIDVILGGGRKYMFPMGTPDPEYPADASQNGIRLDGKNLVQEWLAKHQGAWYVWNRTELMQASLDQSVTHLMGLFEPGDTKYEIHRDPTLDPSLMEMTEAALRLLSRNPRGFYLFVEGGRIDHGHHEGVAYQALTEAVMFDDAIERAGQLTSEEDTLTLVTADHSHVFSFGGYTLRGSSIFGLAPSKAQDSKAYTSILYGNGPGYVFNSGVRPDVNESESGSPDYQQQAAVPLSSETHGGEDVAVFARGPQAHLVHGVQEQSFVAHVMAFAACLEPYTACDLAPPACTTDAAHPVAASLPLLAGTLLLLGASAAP
# APOBEC3G inh: APOBEC3G DNA deaminase inhibitors, primary screen, biochemical, fluorescence, single-stranded DNA substrate, uHTS | DNA dC->dU-editing enzyme APOBEC-3G (Homo sapiens), Q9HC16 | recombinant A3G, ssDNA deamination FAM/TAMRA fluorescence | inhibition, % at 20 µM | hit rate 0.28% among 330,000;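 active means inhibition of at least 40% at 20 µM, with no more than 30% in the related APOBEC3A deaminase screen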;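 further: plate controls were DMSO wells with A3G for no effect and wells lacking A3G enzyme for full effect; some compounds called inactive have numbers as strong as hits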
# Target sequence (Q9HC16 whole entry, looked up): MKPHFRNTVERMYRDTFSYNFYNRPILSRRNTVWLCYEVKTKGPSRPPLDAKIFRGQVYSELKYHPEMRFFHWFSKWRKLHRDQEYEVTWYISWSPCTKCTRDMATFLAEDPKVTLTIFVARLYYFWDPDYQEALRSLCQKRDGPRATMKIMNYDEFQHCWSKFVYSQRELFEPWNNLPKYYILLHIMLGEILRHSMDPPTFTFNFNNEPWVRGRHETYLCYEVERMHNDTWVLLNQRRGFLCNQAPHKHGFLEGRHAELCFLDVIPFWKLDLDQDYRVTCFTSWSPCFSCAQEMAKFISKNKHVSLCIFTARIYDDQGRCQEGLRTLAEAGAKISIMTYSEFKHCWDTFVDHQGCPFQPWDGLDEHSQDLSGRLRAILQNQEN
# A3A deaminase: APOBEC3A ssDNA deaminase inhibitors, primary screen, selectivity assay for APOBEC3G inhibitor project, biochemical, FAM/TAMRA oligo cleavage fluorescence. DNA dC->dU-editing enzyme APOBEC-3A (Homo sapiens), P31941. recombinant A3A, FAM/TAMRA ssDNA deamination fluorescence. inhibition, % at 20 µM. hit rate 0.41% among 330,000. AID 493011, 2011;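 active means at least 40% inhibition at 20 µM here, with at most 30% in a related deaminase screen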;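 further: plate controls were A3A with DMSO for no effect and wells lacking A3A enzyme for full effect; some results filed as inactive read as strong as hits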
# ATG4B inhibitor: ATG4B protease inhibitors, primary screen, biochemical, fluorescence, uHTS; hit rate 0.51% among 340,000; ATG4B cleavage of LC3-PLA2, NBD-HPC fluorescence, 1 h; inhibition, % at 8.33 µM; Cysteine protease ATG4B (Homo sapiens), Q9Y4P1; in the data active means inhibition above about 40%
# hIAP block: human IAP inhibitors, primary screen, biochemical, luminescence, uHTS; Intestinal-type alkaline phosphatase (Homo sapiens), P09923; purified IAP, CDP-Star luminescence, 30 min; inhibition, % at 10 µM; hit rate 0.12% among 330,000;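 active means inhibition reaching a set limit with compound at 10 µM in the primary screen, cut at about 35% in these data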;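 further: plate controls were DMSO wells with enzyme for no effect and no-enzyme buffer wells for full effect; values of inactives mirror those of a sister screen read the other way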
# beta cell repl: inducers of MIN6 beta-cell proliferation, primary screen, ATP luminescence, uHTS | proliferation, % at 10 µM | MIN6 cells proliferation, ATPlite luminescence, 48 h; cells starved in 0.2% serum; 100% = growth in 10% serum | AID 2380, 2010 | hit rate 0.29% among 330,000;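 active means compounds whose signal lies at least 3.5 SD above the mean of all wells on their plate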;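 further: 0% = DMSO-treated cells in low-serum medium and 100% = 10% serum control; some compounds called inactive have numbers as strong as hits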
# mIAP block: inhibitors of mouse IAP, primary screen, biochemical, luminescence, uHTS | intestinal alkaline phosphatase [Mus musculus] | purified mouse IAP, CDP-Star luminescence, 30 min | inhibition, % at 10 µM | hit rate 0.2% among 330,000;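 active means inhibition of at least 40% at 10 µM in the primary screen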;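 further: plate controls were DMSO with enzyme for no effect and no enzyme wells for full effect; values of inactives mirror those of a sister screen read the other way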
# * marks the source's active call; other numbers are inactive results.
# The line under a structure holds: MPTP block, mIAP activ, hIAP activ, APOBEC3G inh, A3A deaminase, ATG4B inhibitor, hIAP block, beta cell repl, mIAP block
OCCOc1nnnn1-c1ccccc1
 : 2.2, 0.94, 1.01, -3.4, -2.6, -11.2, -1.4, -2.4, 6.0
Cc1[nH]n(-c2ccccc2)c(=O)c1C(c1ccccc1[N+](=O)[O-])C(C#N)C#N (centres undefined)
 : 2.9, 0.93, 0.914, -5.4, -1.9, -1.8, 8.6, -3.8, 7.0
Cc1ccc(C(=O)COC(=O)CCC(=O)Nc2ccccc2Cl)cc1[N+](=O)[O-]
 : 2.4, 1, 1.02, -6.4, -2.1, 3.8, -1.6, -2.9, -0.5
COc1ccc(NC(=O)CN(C)C(=O)CNC(=O)c2ccc(C)s2)cc1
 : -1.6, 0.912, 0.816, -8.2, -5.4, 6.2, 18.4, 6.8, 8.8
COc1ccc(-c2nc3ccc(C)cc3c(=O)o2)cc1OC
 : 0.9, 0.954, 0.939, -1.4, 2.3, -5.3, 6.1, -1.5, 4.6
CC(C)NC(=O)c1ccc(N2CCOCC2)nc1
 : -1.6, 0.991, 0.962, -0.2, -0.7, -5.8, 3.8, 0.0, 0.9
Cc1nn(C(=O)c2cccs2)c(N)c1-c1ccccc1
 : -0.1, 0.862, 0.928, -0.2, -3.5, 12.4, 7.2, 2.1, 13.8
COc1ccccc1S(=O)(=O)Cc1ccc(C(=O)NCCN2CCCC2)o1
 : 0.4, 0.997, 0.894, -3.0, 0.4, 0.3, 10.6, -1.8, 0.3
COc1ccccc1-c1cc(C(=O)NCc2cccs2)no1
 : -1.6, 1, 0.735, -7.1, -2.5, 12.1, 26.5, 1.1, -0.4
CC1=CC(=C(C#N)C#N)C=C(C)N1CCC(C)C
 : 0.6, 0.937, 1.09, -8.2, -3.9, 1.2, -8.8, -0.9, 6.3
CCOC(=O)c1cnc(SCC(=O)Nc2sc(C)c(C)c2C#N)nc1N
 : -0.2, 0.946, 1.07, -6.9, -4.8, 1.7, -7.5, -3.3, 5.4
CC(CCN1CCN(CCO)CC1)c1ccccc1 (centres undefined)
 : 0.0, 0.996, 1.11, 7.7, -5.4, 7.6, -11.0, -1.8, 0.4
NC(=O)COC(=O)c1ccc2c(c1)S(=O)(=O)N=C1CCCCCN12
 : -1.0, 1.03, 1.01, -0.3, 1.9, -1.1, -1.4, -3.1, -2.8
O=C(O)C1CCN(S(=O)(=O)Cc2ccccc2)CC1
 : -0.2, 0.961, 0.899, -5.1, -4.9, -0.1, 10.1, -1.8, 3.9
C[C@]12c3[nH]c4ccccc4c3CCN1C(=O)C(CC(=O)NCCCn1ccnc1)C[C@@H]2C(=O)N1CCOCC1 (some centres undefined)
 : 2.7, 1, 1.01, -5.3, -2.4, 1.5, -1.3, 5.1, -0.2
COc1ccccc1NS(=O)(=O)c1cccc(NC(=O)C2CC2)c1
 : -0.1, 1.09, 1.02, -7.8, -0.7, 5.0, -1.6, -0.7, -9.5
CC(OC(=O)c1nn(C)c(=O)c2ccccc12)C(=O)Nc1ccc(S(N)(=O)=O)cc1 (centres undefined)
 : 1.7, 0.901, 1.02, -7.7, 0.7, 4.5, -2.3, 1.0, 9.9
O=C(CNC(=O)c1ccccc1F)OCC(=O)c1c[nH]c2ccccc12
 : -1.1, 1.09, 1.05, -7.6, 1.6, -14.3, -5.4, -0.1, -9.3
CN1CCN(c2ccc([N+](=O)[O-])cc2C(=O)Nc2ccccc2)CC1
 : -2.6, 0.936, 0.82, -4.6, -1.0, 5.0, 18.0, -0.9, 6.4
Cc1cc(C)c(C(=O)N2CCCC(CNC(=O)C3(c4ccc(Cl)cc4)CC3)C2)c(=O)[nH]1 (centres undefined)
 : -1.5, 1.06, 1.11, 1.6, -2.7, -5.5, -10.6, 1.6, -5.9
CCN(CC)CCN(CC(=O)Nc1c(C)cc(C)cc1C)C(=O)c1ccccc1
 : -1.2, 0.969, 0.921, -7.1, -4.5, -7.1, 7.9, -2.5, 3.1
CC(/C=C/c1ccccc1)=N\Nc1nc(-c2ccccc2)cs1
 : 18.7, 0.915, 0.957, 1.4, 3.5, 0.9, 4.3, -6.2, 8.5
COc1ccccc1CCN1CCCC(CN(C)C(=O)c2ccco2)C1 (centres undefined)
 : -1.4, 0.966, 1.07, -8.1, -5.6, -3.9, -7.4, 3.8, 3.4
O=C(CCN1C(=O)/C(=C/c2ccc(Cl)cc2)SC1=S)Nc1ccc(C(=O)O)cc1
 : 2.5, 0.891, 1.1, 40.1*, -4.0, 8.8, -10.0, -2.0, 10.9
Cc1oc2cc3oc(=O)c(CCC(=O)N4C[C@H]5C[C@@H](C4)c4cccc(=O)n4C5)c(C)c3cc2c1C
 : -0.8, 0.983, 0.772, -4.8, -3.4, -10.9, 22.8, 5.1, 1.7
O=C(O)c1ccc(CS(=O)(=O)c2c(Cl)cccc2Cl)o1
 : 0.4, 1.01, 0.928, -1.4, 8.0, -4.4, 7.2, -2.2, -1.4
CCOc1ccc(N(CC(=O)NC2CCCCC2)S(=O)(=O)c2ccc(C)cc2)cc1
 : 1.1, 0.989, 1.12, -11.6, -3.2, -12.9, -12.2, 1.2, 1.1
CCN(CC)CCOC(=O)c1ccc(NC(=O)CCCN2C(=O)/C(=C/c3cccs3)SC2=S)cc1
 : -0.1, 0.853, 1.16, -1.6, -5.9, 3.1, -15.5, -6.7, 14.7
COc1ccc(C(C)(C)C)cc1NC(=O)c1cccc(S(=O)(=O)N2CCN(C(C)=O)CC2)c1
 : 0.3, 0.99, 1.09, -1.6, -0.4, -1.8, -9.3, -1.6, 1.0
O=C1NC(c2cc(Cl)cc([N+](=O)[O-])c2O)Nc2ccccc21 (centres undefined)
 : 88.3*, 0.789, 0.86, 2.8, 6.5, 5.3, 14.0, -4.8, 21.1
CCCc1nc2c(ccc3ccccc32)cc1CC
 : -0.3, 1.01, 1.06, -7.3, -2.6, -3.1, -6.3, -5.4, -1.4
COC(=O)c1cn(C(=O)c2cccc(Br)c2)c2ccccc12
 : 0.0, 0.984, 0.972, -4.8, -3.4, -5.1, 2.8, -5.8, 1.6
O=C(COc1ccccc1Cl)Nc1nc(-c2cccs2)cs1
 : 38.1, 1.1, 0.945, -5.5, 1.7, 19.2, 5.5, -2.3, -10.0
O=C(Nc1nnc(SCc2ccccc2Cl)s1)C1COc2ccccc2O1 (centres undefined)
 : 34.9, 0.995, 1.04, -5.9, -4.1, 40.0, -4.5, -3.7, 0.5
CC(OC(=O)/C=C/c1ccccc1)C(=O)Nc1ccc(C(N)=O)cc1 (centres undefined)
 : -0.4, 1.04, 1.05, -2.3, 1.6, -4.8, -4.6, 2.3, -4.3
O=C(CSc1ccc(-c2ccccc2)nn1)N1CCCCC1
 : -1.0, 0.939, 0.968, -4.8, -1.6, -2.1, 3.2, -0.7, 6.1
CC(C)Nc1nnc(SCC(=O)c2c(N)n(Cc3ccccc3)c(=O)n(C)c2=O)s1
 : -5.6, 0.925, 1.02, -0.7, 1.2, -4.5, -1.7, -3.1, 7.5
O=Cc1c[nH]c2ccc(OCc3ccccc3)cc12
 : 1.8, 1.19, 0.916, -1.3, 2.7, 4.9, 8.4, -1.5, -18.8
COc1ccc(OC)c(NC(=O)c2ccc(-c3csc(C)n3)cc2)c1
 : 2.0, 1.02, 1.2, -0.5, -1.2, -9.4, -20.2, -1.1, -1.9
COCCNC(=O)c1c[nH]c2ccc(OC)cc2c1=O
 : -0.4, 0.931, 1.05, -2.2, -3.2, -1.8, -4.6, -0.3, 6.9
CCOC(=O)c1ccc(-n2c(CN3CCOCC3)nc3ccc([N+](=O)[O-])cc3c2=O)cc1
 : 1.3, 0.898, 1, -2.7, -1.2, 4.3, -0.3, -1.8, 10.2
CC1(C)C2CCC(C2)C1(C)NC(=O)CN1CCOCC1 (centres undefined)
 : -0.2, 0.917, 0.855, -2.5, 1.0, -5.6, 14.5, 3.2, 8.3
Cc1[nH]n(-c2ccccc2)c(=O)c1CCOC(=O)c1ccc(C(F)(F)F)cc1
 : 26.7, 0.884, 1.03, -3.3, -3.4, -14.9, -3.1, -4.2, 11.6
Cc1ccc(-n2ncc3c2CC(C)(C)CC3NC(=O)CCN2CCCO2)cc1 (centres undefined)
 : -0.2, 1.01, 1.13, -2.1, -3.6, -8.2, -12.6, -1.1, -0.9
Oc1ccc2ccccc2c1CN1CCOCC1
 : 0.2, 1.02, 1.14, -6.3, -4.8, -8.2, -13.7, -1.4, -1.9

# Of the compounds above, these have a Cl atom:
# The line under a structure holds: MPTP block, mIAP activ, hIAP activ, APOBEC3G inh, A3A deaminase, ATG4B inhibitor, hIAP block, beta cell repl, mIAP block
Cc1ccc(C(=O)COC(=O)CCC(=O)Nc2ccccc2Cl)cc1[N+](=O)[O-]
 : 2.4, 1, 1.02, -6.4, -2.1, 3.8, -1.6, -2.9, -0.5
Cc1cc(C)c(C(=O)N2CCCC(CNC(=O)C3(c4ccc(Cl)cc4)CC3)C2)c(=O)[nH]1 (centres undefined)
 : -1.5, 1.06, 1.11, 1.6, -2.7, -5.5, -10.6, 1.6, -5.9
O=C(CCN1C(=O)/C(=C/c2ccc(Cl)cc2)SC1=S)Nc1ccc(C(=O)O)cc1
 : 2.5, 0.891, 1.1, 40.1*, -4.0, 8.8, -10.0, -2.0, 10.9
O=C(O)c1ccc(CS(=O)(=O)c2c(Cl)cccc2Cl)o1
 : 0.4, 1.01, 0.928, -1.4, 8.0, -4.4, 7.2, -2.2, -1.4
O=C1NC(c2cc(Cl)cc([N+](=O)[O-])c2O)Nc2ccccc21 (centres undefined)
 : 88.3*, 0.789, 0.86, 2.8, 6.5, 5.3, 14.0, -4.8, 21.1
O=C(COc1ccccc1Cl)Nc1nc(-c2cccs2)cs1
 : 38.1, 1.1, 0.945, -5.5, 1.7, 19.2, 5.5, -2.3, -10.0
O=C(Nc1nnc(SCc2ccccc2Cl)s1)C1COc2ccccc2O1 (centres undefined)
 : 34.9, 0.995, 1.04, -5.9, -4.1, 40.0, -4.5, -3.7, 0.5
